FEN1 inh – inhibitors of human flap endonuclease 1; Potency, µM (doses to about 114 µM), without a hit: at the highest dose activity change, negative = inhibition, hits mostly inhibitors; actives 0.35% (n = 390,000); AID 588795; P39748; Recombinant FEN1 flap cleavage, fluorescence, 15 min; note: nearly all actives have a fitted effect of over 65% in size
Target sequence (P39748 whole entry, looked up): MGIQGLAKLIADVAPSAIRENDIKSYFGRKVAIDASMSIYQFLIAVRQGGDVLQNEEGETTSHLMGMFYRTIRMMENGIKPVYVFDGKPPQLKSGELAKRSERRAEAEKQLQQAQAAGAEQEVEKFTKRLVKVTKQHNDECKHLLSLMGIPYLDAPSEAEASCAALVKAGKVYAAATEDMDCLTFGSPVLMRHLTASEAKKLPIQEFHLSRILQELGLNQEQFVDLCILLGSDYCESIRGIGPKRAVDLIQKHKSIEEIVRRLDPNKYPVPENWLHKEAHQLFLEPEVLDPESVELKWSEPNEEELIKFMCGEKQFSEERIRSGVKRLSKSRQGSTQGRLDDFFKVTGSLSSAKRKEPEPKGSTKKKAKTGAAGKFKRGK
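Reaction started by adding substrate (50 nM final) to 10 nM enzyme after 15 min room-temperature compound preincubation. Reads at 0 and 15 min, with data normalized and fitted to a four-parameter Hill equation.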
TDP1 block – blocks human tyrosyl-DNA phosphodiesterase 1 | actives 0.28% (n = 350,000) | AID 485290 | Potency, µM (series often up to 130 µM), for inactives: at the top dose activity change, negative = inhibition, actives largely listed as inhibitors | recombinant TDP1, AlphaScreen DNA substrate cleavage; note: nearly all actives have a fitted effect of over 40% in size
Target sequence (Q9NUW8 whole entry, looked up): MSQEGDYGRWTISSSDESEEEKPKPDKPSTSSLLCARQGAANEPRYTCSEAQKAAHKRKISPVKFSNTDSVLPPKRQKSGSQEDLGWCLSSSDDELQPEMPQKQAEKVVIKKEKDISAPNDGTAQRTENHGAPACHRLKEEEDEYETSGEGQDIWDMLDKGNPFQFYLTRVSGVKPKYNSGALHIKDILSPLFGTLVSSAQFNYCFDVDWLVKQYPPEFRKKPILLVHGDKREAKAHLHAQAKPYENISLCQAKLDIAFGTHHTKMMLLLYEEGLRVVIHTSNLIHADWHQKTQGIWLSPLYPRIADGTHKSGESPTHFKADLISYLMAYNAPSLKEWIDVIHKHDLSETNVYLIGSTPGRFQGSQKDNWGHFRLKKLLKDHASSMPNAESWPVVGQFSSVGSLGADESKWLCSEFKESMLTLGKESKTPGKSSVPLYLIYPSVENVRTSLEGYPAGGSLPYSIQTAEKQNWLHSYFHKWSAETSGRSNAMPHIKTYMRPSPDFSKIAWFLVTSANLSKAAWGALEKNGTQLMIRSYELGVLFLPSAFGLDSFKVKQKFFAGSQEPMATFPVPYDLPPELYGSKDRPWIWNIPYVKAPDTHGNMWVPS
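Compounds were preincubated with Tdp1 (1 nM final) for 15 min at room temperature before substrate (15 nM final) started a 5 min reaction; beads (10 ug/ml final) were then added for 10 min before AlphaScreen detection.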
N370S GC mod – inhibits or activates N370S mutant glucocerebrosidase; Potency, µM (series often up to 59.4 µM), for the others: at the top dose activity change, negative = inhibition, most hits filed as inhibitors; actives 0.092% (n = 330,000); P04062; N370S GC spleen homogenate, 4MU-glucoside fluorescence;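 note: 0% = full enzyme activity and -100% = no enzyme basal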
* marks the source's active call; other numbers are inactive results; ? = inconclusive; nt = not tested or not shown; & = joins results of further samples; [ ] = remark or other dose. Calls come from the whole dose curve; as a rule, active = well fitted curve in the direction sought with a large enough effect; inconclusive = small, poorly fitted or top-dose-only effect, or another doubt; inactive = no such curve, though single readings can be large; an effect the other way counts as inactive or inconclusive. Unless noted, % is set by controls: 0 for no effect and ±100 for the full control effect; potency is the fitted concentration of half-maximal effect.

SMILES | FEN1 inh | TDP1 block | N370S GC mod
CC(C)NC(=O)Nc1ccc2c(c1)C(=O)N([C@H](C)CO)C[C@@H](C)[C@@H](CN(C)C(=O)NC1CCCCC1)O2 | -1% | 1% | nt
COc1ccc(NC(C)=O)cc1S(=O)(=O)Nc1ccc(OCc2ccccc2)cc1 | -2% | nt | -4%
CN(C)c1ccc(NC(=O)CSCc2nc3c(nnn3Cc3ccc(F)cc3)c(=O)[nH]2)cc1 | -1% | -1% | 1%
Cc1cc(C)cc(N(CC(=O)N2CCC(C)CC2)S(=O)(=O)c2ccccc2)c1 | -17% | -1% | 8%
CCNC(=O)C1CC(=O)N(CCCc2ccccc2)C(=Nc2ccccc2)S1 (stereo not given) | 3% | nt | -2%
CCOc1c(Br)cc(/C=C2\C(=O)N(CCC#N)N=C2C)cc1OC | ? | 0% | 4%
COc1ccc(-c2nnc(-c3cc4ccccc4oc3=O)o2)cc1 | 9% | 2% | 3%
CCCNC(=O)C1CCC(Cn2c(=O)c3sccc3n(Cc3ccccc3C)c2=O)CC1 (stereo not given) | 23% | 2% | nt
CC(C)C[C@H]1CN=C(N(C)C)N1CCCCc1ccccc1 | 2% | nt | -21%
CC(=O)N1c2ccc(S(=O)(=O)N3CCCCCC3)cc2CC1C(=O)NC(C)C (stereo not given) | 20% | 4% | nt
Cc1cc(C)cc(Nc2nc3c(S(=O)(=O)c4ccccc4)nnn3c3ccccc23)c1 | 0% | 0% | -24%
NC(=O)c1ccc(NC(=O)c2ccc3c(c2)OCO3)cc1 | 2% | 4% | 15%
CCOc1ccc(CN(C)CC(=O)Nc2cccc(C)c2)cc1OC | 2% | 3% | -5%
COc1ccccc1CNC(=O)Cc1c(C)c2c(cc(C)c3c(C)coc32)oc1=O | 0% | 5% | nt
O=C(CSc1nnc(-c2ccccc2F)n1C1CC1)NC(=O)c1cccc([N+](=O)[O-])c1 | -4% | 3% | 1%
O=C1OCCN/C1=C\C(=O)c1ccccc1 | -17% | -1% | -6%
CCS(=O)(=O)NC(C)C(c1cccs1)N1CCN(C)CC1 (stereo not given) | 0% | 7% | 1%
CCCOc1ccc(/C=N/NC(=S)Nc2ccccc2[N+](=O)[O-])c(O)c1 | 10% | 5% | 3%
COc1ccc(C(=O)CSc2nnc(-c3ccc(S(=O)(=O)N4CCOCC4)cc3)o2)cc1 | 9% | 4% | 7%
CCOC(=O)C1(CCOc2ccccc2)CCN(Cc2cccn2-c2ncccn2)CC1 | 11% | nt | -11%

Reformatted in markdown: seven of the compounds above.
| Molecule | FEN1 inh | TDP1 block | N370S GC mod |
| --- | --- | --- | --- |
| CC(C)C[C@H]1CN=C(N(C)C)N1CCCCc1ccccc1 | 2% | nt | -21% |
| CC(=O)N1c2ccc(S(=O)(=O)N3CCCCCC3)cc2CC1C(=O)NC(C)C (stereo not given) | 20% | 4% | nt |
| Cc1cc(C)cc(Nc2nc3c(S(=O)(=O)c4ccccc4)nnn3c3ccccc23)c1 | 0% | 0% | -24% |
| NC(=O)c1ccc(NC(=O)c2ccc3c(c2)OCO3)cc1 | 2% | 4% | 15% |
| CCOc1ccc(CN(C)CC(=O)Nc2cccc(C)c2)cc1OC | 2% | 3% | -5% |
| COc1ccccc1CNC(=O)Cc1c(C)c2c(cc(C)c3c(C)coc32)oc1=O | 0% | 5% | nt |
| O=C(CSc1nnc(-c2ccccc2F)n1C1CC1)NC(=O)c1cccc([N+](=O)[O-])c1 | -4% | 3% | 1% |

Returning to the listing; the 4 compounds before the break are reprinted first.
SMILES | FEN1 inh | TDP1 block | N370S GC mod
CCS(=O)(=O)NC(C)C(c1cccs1)N1CCN(C)CC1 (stereo not given) | 0% | 7% | 1%
CCCOc1ccc(/C=N/NC(=S)Nc2ccccc2[N+](=O)[O-])c(O)c1 | 10% | 5% | 3%
COc1ccc(C(=O)CSc2nnc(-c3ccc(S(=O)(=O)N4CCOCC4)cc3)o2)cc1 | 9% | 4% | 7%
CCOC(=O)C1(CCOc2ccccc2)CCN(Cc2cccn2-c2ncccn2)CC1 | 11% | nt | -11%
COCc1cccc(NC(=O)CCc2ccccc2)c1 | 17% | 3% | -5%
COC(=O)c1cc(S(=O)(=O)NC2CCC(C)CC2)cn1C (stereo not given) | 7% | 3% | -8%
Nc1ncnc(Nc2ccc(S(N)(=O)=O)cc2)n1 | -15% | -3% | -7%
CSc1nc(-c2ccco2)nn1S(=O)(=O)c1ccc(C)cc1 | 9% | -3% | -7%
C=CCn1c(=O)[nH]c2nc3cc(N=CN(C)C)c(C)cc3nc2c1=O | -7% | nt | -14%
COCCN1CN(S(=O)(=O)c2cccc(Cl)c2)c2nc3ccccc3nc21 | 2% | 10% | -6%
CC(=O)NCCc1c[nH]c2ccc(O)cc12 | 9% | 9%[56.1 µM] | 2%&-5%&12%
C/C=C/C=C(/NC(=O)c1ccccc1)C(=O)Nc1ccccc1 | 3% | 1% | -14%
O=C(c1cc(-c2ccco2)nc2ccccc12)N1CCN(Cc2ccccc2)CC1 | -22% | 2%[56.1 µM] | nt
CCOC(=O)C1CCCN(C(=O)/C=C/c2cccc([N+](=O)[O-])c2)C1 (stereo not given) | -6% | 2% | 2%[12.8 µM]
COc1cc(-c2nc3nc(C)cc(C)n3c2Nc2ccc(Cl)cc2)ccc1O | -7% | 3% | nt
CCOc1ccc(C(=O)SC2=NCCS2)cc1 | 0% | 8% | 4%
Cc1cc(C)nc(N2C(=O)CC(Cc3ccc(Cl)cc3)C2=O)n1 (stereo not given) | 1% | 2% | -2%
COC(=O)CN(c1ccccc1F)S(=O)(=O)c1ccc(C)cc1 | 3% | 0% | 0%
COC(=O)C1CCN(C(=O)COC(=O)CC(NC(C)=O)c2ccccc2)CC1 (stereo not given) | -7% | -1% | nt
CCOc1ccccc1NC(=O)CNC(=O)c1nn(-c2ccc(OC)c(OC)c2)c(=O)c2ccccc12 | -7% | 1% | 2%
Cc1ccc(-c2cn(-c3ccc(SC(F)F)cc3)c3[n+]2CCC3)cc1 | -4% | -5% | 8%
Cc1ccc(CNC(=O)c2cc(C)nn2-c2ccccc2)cc1 | 12% | nt | 7%
Cc1cccnc1NC(=O)c1cccc(S(=O)(=O)N2CCN(c3ccccc3)CC2)c1 | -4% | nt | -4%
CC(C)CCOC(=O)C1C(c2ccccc2)C(C(=O)O)C1c1ccccc1 (stereo not given) | -5% | 2% | 15%
CCCCN(C(=O)c1ccc(N(C)S(=O)(=O)c2ccc(C)cc2)cc1)c1c(N)n(CCCC)c(=O)[nH]c1=O | 3% | -7%[0.505 µM] | -1%
c1ccc(OCc2ccc(CCCN3CCOCC3)cc2)cc1 | -3% | 0%&7% | -14%
COCCNC(=O)Cn1cnc2sc(C)c(S(=O)(=O)N3CCC(C)CC3)c2c1=O | -1% | 5% | -1%
CCCN(Cc1nc2cc(Cl)ccc2c(=O)[nH]1)C(=O)c1ccc(S(=O)(=O)N2CCCC2)cc1 | 10% | 1%[56.1 µM] | nt
Cc1ccc(/C=N/Nc2nc(C(C)(C)C)cs2)o1 | 9% | 8% | -17%
CC(C)(C)c1ccc(-c2noc(CCC(=O)N3CCOCC3)n2)cc1 | 12% | 4% | -4%
CN(Cc1ccccc1)C(=O)c1ccc(COc2ccccc2)cc1 | -6% | nt | -3%
COc1cccc(-c2cc(C(=O)Nc3ccc(F)cc3)[nH]n2)c1 | 0% | 3% | nt
O=C(NC(=O)c1c(F)cccc1F)Nc1ccccc1SC(F)F | -3% | 4% | 0%
COc1ccc(C(=O)O/N=C(\N)c2ccccn2)c(OC)c1 | 4% | nt | -3%
COc1ccc(-c2c3c(=O)n(C)c(=O)n(C)c3cn2-c2ccccc2)cc1 | -5% | 7% | 10%
CCOC(=O)Cc1csc(NC(=S)NC(=O)c2ccc(F)cc2)n1 | 0% | -2% | 3%
CC12CCC(C(=O)O)(c3nc(C#N)c(C#N)nc31)C2(C)C (stereo not given) | -8% | -1% | -1%
CC1CCN(C(=O)CC(NC(N)=O)c2ccccc2Cl)CC1 (stereo not given) | -7% | 4% | 2%
Cn1c(=O)c2cc(S(=O)(=O)NCCC(=O)NCCC3=CCCCC3)ccc2n(C)c1=O | -2% | 4% | 2%
COc1cc(C(F)(F)F)nc(-c2ccccn2)n1 | -2% | 3% | 0%
O=C(C1=NNCC1c1ccccc1)C1CO1 (stereo not given) | -1% | -3% | 10%
Cc1ccc2nc(NC(=O)CSc3[nH]c(=O)ncc3C)sc2c1 | 13% | 0% | nt
Cc1cc(O)c(C(c2ccc(F)cc2)N2CCCCC2)c(=O)n1Cc1ccco1 (stereo not given) | -14% | 5% | nt
COc1ccc2c(CC(=O)Nc3ccc(OC)nc3)coc2c1 | -2% | 4% | -20%

6 entries from above in another layout:
smiles	FEN1 inh	TDP1 block	N370S GC mod
CCCCN(C(=O)c1ccc(N(C)S(=O)(=O)c2ccc(C)cc2)cc1)c1c(N)n(CCCC)c(=O)[nH]c1=O	3%	-7%[0.505 µM]	-1%
CC(C)(C)c1ccc(-c2noc(CCC(=O)N3CCOCC3)n2)cc1	12%	4%	-4%
Cc1ccc(/C=N/Nc2nc(C(C)(C)C)cs2)o1	9%	8%	-17%
Cc1cc(O)c(C(c2ccc(F)cc2)N2CCCCC2)c(=O)n1Cc1ccco1 (stereo not given)	-14%	5%	nt
CCCN(Cc1nc2cc(Cl)ccc2c(=O)[nH]1)C(=O)c1ccc(S(=O)(=O)N2CCCC2)cc1	10%	1%[56.1 µM]	nt
COc1ccc(-c2c3c(=O)n(C)c(=O)n(C)c3cn2-c2ccccc2)cc1	-5%	7%	10%

The list continues:
SMILES | FEN1 inh | TDP1 block | N370S GC mod
Cc1ccc(/C([O-])=C(/C(=S)NCc2ccccc2)[n+]2cccc(CO)c2)cc1[N+](=O)[O-] | -1% | 4% | -20%
CC(C)n1c(N2CCN(C(=O)Nc3ccccc3)CC2)nc2ccccc21 | -11% | 0% | -1%
CN(C)C(=O)c1ccc(NC(=O)c2ccccc2SCC(=O)N2CCCC2)cc1 | -8% | 0% | nt
N[C@@]1(C(=O)O)CO[C@H]2[C@H](C(=O)O)[C@H]21 | nt | 1% | 12%
OCCN1CCN(Cc2cc(Cl)c3cccnc3c2O)CC1 | ? | 12% | 3%
CC(=O)Nc1ccc(S(=O)(=O)N(C)CC(=O)Nc2ccccc2N2CCCC2)cc1 | -2% | 0%[0.505 µM] | -28%
O=C(COC(=O)c1ccc2ccccc2c1O)NCC(F)(F)F | 8% | 6% | 6%
O=C(c1ccc(C(=O)N2CCOCC2)s1)N1CCOCC1 | 8% | 1% | 11%
COc1ccc(C(=O)Nc2cc(Cl)cc(Cl)c2)c(OC)n1 | -11% | -4% | -4%
COc1ccccc1NC(=O)c1c(NCc2ccc(C)o2)sc2c1CCCCC2 | -28% | 10% | nt
Cc1cc(C)n(CC(O)COc2ccccc2Br)n1 (stereo not given) | 2% | 1% | -10%
Cc1cccc(Sc2nc(-c3ccccc3)ncc2C(=O)O)c1 | -14% | 2% | 30%
O=C(CCCN1C(=O)c2cccc3cccc(c23)C1=O)Nc1ccon1 | -11% | -1% | -8%
CCOc1ccc(CCNC(c2cccc(Cl)c2)c2nnc(-c3ccccc3)o2)cc1OCC (stereo not given) | 1% | 5% | nt
N#Cc1ccccc1S(=O)(=O)N1CCN(CC(=O)NCC2(N3CCOCC3)CCCCC2)CC1 | -4% | -2%[56.1 µM] | nt
Cc1cc(C(=O)CSc2nnnn2-c2ccccc2)c(C)n1-c1ccc2c(c1)OCO2 | 0% | -5% | 10%
Cc1ccc2nc(COc3ccccc3NC(=O)Nc3ccc(F)c(Cl)c3)cc(=O)n2c1 | 2% | 5% | nt
O=C(/C=C/c1cccs1)Nc1ccc(N2CCOCC2)c(S(=O)(=O)Nc2cc(Cl)ccc2Cl)c1 | -9% | 3% | -5%
O=C(CN1C(=O)NC2(CCCC2)C1=O)NCCC1=CCCCC1 | 8% | 6% | -15%
Cc1ccccc1-n1nc2c(c1NC(=O)c1c(-c3ccccc3Cl)noc1C)CS(=O)(=O)C2 | 4% | 7% | 0%

Screening results as filed in PubChem.
